Assay outcomes (PubChem)
L3MBTL1 block: L3MBTL1 (human) inhibition. Q9Y468. AlphaScreen L3MBTL1–H3K9me1 peptide binding. Potency, µM (series often up to 57.1 µM), inactives show at the highest dose activity, negative = inhibition, usual class: inhibitors. 230,000 tested, 0.66% active; active = well fitted inhibition curve with a large enough effect; inconclusive = small, poorly fitted or top-dose-only effect; inactive = no such curve, though single readings can be large or run the other way; also: nearly all actives have a fitted effect of over 60% in size
Target sequence (Q9Y468 whole entry, looked up): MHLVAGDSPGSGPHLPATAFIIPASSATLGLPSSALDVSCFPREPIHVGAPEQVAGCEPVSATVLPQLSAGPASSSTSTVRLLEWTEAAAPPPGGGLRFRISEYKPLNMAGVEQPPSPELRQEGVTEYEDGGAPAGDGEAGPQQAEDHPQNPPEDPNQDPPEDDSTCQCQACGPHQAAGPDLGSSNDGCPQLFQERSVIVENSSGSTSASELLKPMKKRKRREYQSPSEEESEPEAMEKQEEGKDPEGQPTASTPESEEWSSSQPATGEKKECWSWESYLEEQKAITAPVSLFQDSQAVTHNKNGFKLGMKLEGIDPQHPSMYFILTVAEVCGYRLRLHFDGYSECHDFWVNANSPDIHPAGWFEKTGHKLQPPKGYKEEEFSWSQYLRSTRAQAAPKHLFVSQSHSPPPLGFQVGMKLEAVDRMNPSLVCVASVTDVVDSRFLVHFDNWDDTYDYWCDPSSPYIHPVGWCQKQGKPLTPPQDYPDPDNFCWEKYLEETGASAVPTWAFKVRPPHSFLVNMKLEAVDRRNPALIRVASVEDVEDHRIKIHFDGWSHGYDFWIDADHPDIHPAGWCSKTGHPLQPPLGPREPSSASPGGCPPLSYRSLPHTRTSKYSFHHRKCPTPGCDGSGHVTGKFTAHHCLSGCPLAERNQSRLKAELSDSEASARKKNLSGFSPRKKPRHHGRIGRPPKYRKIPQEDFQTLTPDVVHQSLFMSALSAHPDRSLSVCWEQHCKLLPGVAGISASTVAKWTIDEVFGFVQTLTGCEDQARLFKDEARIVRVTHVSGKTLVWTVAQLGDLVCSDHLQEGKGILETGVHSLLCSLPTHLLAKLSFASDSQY
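L3MBTL1 (50 nM) pre-complexed 30 min with biotinylated H3(1-15)K9me1 peptide (75 nM), then compounds added for 30 min at room temperature; AlphaScreen streptavidin donor/nickel chelate acceptor beads (10 ug/mL final) read after 30 min dark incubation.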
An asterisk follows results filed as active; ? = inconclusive; [ ] = remark or other dose. % is scaled to controls: 0 for no effect and ±100 for the full control effect; potency is read from the fitted curve at half-maximal effect.

L3MBTL1 block,SMILES
1.8%,COc1ccc(NC(=O)CSCC(=O)NCc2cccc(C(F)(F)F)c2)cc1
1.6%,c1cncc(-c2cnc3ccccc3c2)c1
-4.0%,CCOc1ccc(Cc2nnc(SCC(=O)Nc3ccc(C(C)=O)cc3)[nH]c2=O)cc1
1.3%,NS(=O)(=O)c1ccc(NC(=O)CSc2n[nH]c(=O)n2C2CC2)cc1
1.3%,COC(=O)C1CCN(C(=O)COC(=O)c2cc(S(=O)(=O)N3CCOCC3)ccc2C)CC1
-1.0%,COc1ccc(NC(=O)Nc2cccc3c2O[C@H](CN(C)C(=O)NC2CCCCC2)[C@@H](C)CN([C@H](C)CO)C3=O)cc1
-3.6%,O=C(Cn1nc(C(=O)O)c2ccccc2c1=O)Nc1cc(S(=O)(=O)N2CCCCC2)ccc1Cl
-3.3%,Cc1cc(OCC(=O)NNC(=O)c2cccc(F)c2)ccc1Cl
-5.6%,COc1cc(NC(=O)CNc2ccc(Cl)c(S(=O)(=O)N3CCOCC3)c2)cc(OC)c1
0.2%,CN(CC(=O)Nc1cccc(F)c1)C(=O)c1ccc2c(c1)NC(=O)CS2
-2.1%,Cc1ccc(C)c(S(=O)(=O)N2CCN(C(=O)[C@H](Cc3ccccc3)NC(=O)c3ccco3)CC2)c1
-11.6%,CC1(NC(=O)CC(c2ccccc2)(c2ccccc2)c2ccccc2)CCN(CCCc2ccccc2)C1=O (stereo unspecified)
-4.8%,CCOC(=O)c1c(C)[nH]c(C(=O)COC(=O)c2ccco2)c1C
3.3%,CN(CC(=O)Nc1ccccc1Br)C(=O)CN(C)C1CCCCC1
-2.1%,CCOC(=O)[C@@H]1[C@H]2COc3ccc(Br)cc3[C@@H]2N2C(=O)N(c3ccc(Cl)cc3)C(=O)[C@@]12C
-2.0%,CN(CC(=O)NC(=O)NCc1ccccc1)CC(=O)Nc1ccc(Cl)c(Cl)c1
-1.8%,CCN(CC(=O)Nc1ccc(N2CCOCC2)cc1)C(=O)Cc1ccccc1
-9.3%,CC(=O)c1c(C)[nH]c(C(=O)COC(=O)CCOc2ccc(C)cc2)c1C
-5.9%,N#Cc1ccccc1S(=O)(=O)N1CCN(CC(=O)Nc2ccccc2C(=O)NC2CC2)CC1
0.4%,COc1ccc(C(=O)O)cc1S(=O)(=O)Nc1cc(Cl)ccc1N1CCOCC1

The closing 2 entries of the section before lead into the next:
L3MBTL1 block,SMILES
-5.9%,N#Cc1ccccc1S(=O)(=O)N1CCN(CC(=O)Nc2ccccc2C(=O)NC2CC2)CC1
0.4%,COc1ccc(C(=O)O)cc1S(=O)(=O)Nc1cc(Cl)ccc1N1CCOCC1
-6.0%,COc1ccc(/C=C/C(=O)O/N=C(\N)c2ccccn2)cc1OC
?,CN(C)c1ccc(CN(CC2CCCO2)C(=O)c2cc3ccccc3o2)cc1 (stereo unspecified)
3.4%,Cc1ccc(S(=O)(=O)N(Cc2cccc([N+](=O)[O-])c2)C(=O)N2CCN(C)CC2)cc1
1.3%,O=C1C=C(c2ccc3c(c2)OCO3)C[C@@H](c2ccc(Cl)cc2)C1
9.1%,Cc1ccc(Cl)cc1NC(=O)COC(=O)CSc1ccccc1
0.3%,O=C1CC(C(=O)N2CCc3ccccc32)CN1c1cccc(C(F)(F)F)c1 (stereo unspecified)
-0.7%,CC(C)(C)OC(=O)C[C@@H]1C/C=C\C[C@H](CC(=O)N(CCO)Cc2ccccc2)C(=O)NC[C@H](c2ccccc2)OC1=O
7.3%,O=S(=O)(c1ccc2c(c1)C(O)c1ccccc1CC2)C(F)(F)F (stereo unspecified)
17.9%,CN(CC(=O)Nc1cccc(F)c1)C(=O)CN1C(=O)NC2(CCCCC2)C1=O
11.6%,CC(OC(=O)c1ccc(S(=O)(=O)N2CCOCC2)cc1)c1ccccc1 (stereo unspecified)
1.6%,CCOC(=O)c1cc(-c2ccccc2)n(Cc2cc(CC)no2)n1
21.9%,COc1cc(C(=O)NCCSc2ccccc2)cc(OC)c1OC
-3.1%,Cc1ccc(SCC(=O)OCC(=O)NCCC2=CCCCC2)cc1
40.8%[activator],COC(=O)c1sc(S(=O)(=O)N2CC(C)OC(C)C2)c(C(=O)OC)c1C (stereo unspecified)
?,O=C(COC(=O)Cc1cccs1)Nc1cccc(S(=O)(=O)N2CCOCC2)c1
-3.1%,COc1ccc(NS(=O)(=O)c2ccc(O)c(NS(=O)(=O)c3ccc(NC(C)=O)cc3)c2)cc1
-2.8%,COc1ccc(NC(=O)COc2cccc(-n3cnnn3)c2)cc1Cl
30.1%[activator],CC(=O)Nc1ccc(NC(=O)C(C)OC(=O)c2oc3ccccc3c2C)cc1 (stereo unspecified)
-21.0%,O=C(Nc1ccc2[nH]c(=O)[nH]c2c1)c1ccc([N+](=O)[O-])o1
14.8%,O=C(COC(=O)c1ccccc1[N+](=O)[O-])Nc1nnc(-c2ccccc2)o1
-24.8%,COc1ccc(/C=C/C(=O)Nc2cccc(S(=O)(=O)N3CCOCC3)c2)cc1OC
-1.0%,O=[N+]([O-])c1ccc(Cl)c(S(=O)(=O)Nc2ccc3cn[nH]c3c2)c1
10.6%,O=C(NCCC1CCCCN1S(=O)(=O)c1ccccc1)C(=O)NCc1cccnc1 (stereo unspecified)
-10.6%,CC(=O)c1ccc(N2CCN(C(=O)c3ccc4[nH]c(C)c(C)c4c3)CC2)cc1
-3.6%,CCc1cccc(NC(=O)C2CCN(c3ncnc4sc(C)c(C)c34)CC2)c1
-22.7%,COc1ccc(C(=O)NNC(=O)Cc2coc3cc(OC)ccc23)cc1
4.0%,O=C1CC2(CCN(S(=O)(=O)c3ccccc3)CC2)Oc2ccccc21
8.0%,NC(=O)NC(Cc1ccccc1)C(=O)NNC(=O)COc1ccccc1Cl (stereo unspecified)
-5.6%,COc1ccccc1C(CNC(=O)c1cccc(S(=O)(=O)NCc2ccccc2)c1)N(C)C (stereo unspecified)
0.8%,CC(Sc1ccc(S(=O)(=O)N2CCOCC2)cn1)C(=O)Nc1ccc(Cl)cc1Cl (stereo unspecified)
1.9%,CN(C)S(=O)(=O)n1cnc([C@@H]2[C@@H]3C(=O)OC[C@@H]3C[C@]23N=CN(Cc2ccccc2)C3=O)c1
-13.5%,CCN(C(=O)COC(=O)c1cc([N+](=O)[O-])ccc1N1CCOCC1)C1CCCCC1
-9.2%,O=C(NCCCN1CCCC1=O)c1cccc(S(=O)(=O)NCc2ccccc2)c1
7.7%,Cc1ccc(NS(=O)(=O)c2ccc3c(c2)CCC(=O)N3)cc1
2.2%,Cc1ccc(-c2noc(CCC(=O)N3CCN(c4cc(C)ccc4C)CC3)n2)cc1
-7.4%,Cc1cc(C(=O)CSc2nnc(CCC(N)=O)n2C)c(C)n1C1CC1
-2.1%,N#Cc1ccsc1NC(=O)CSc1nncs1
-13.1%,Cc1csc(=O)n1CC(=O)OCC(=O)Nc1ccc(F)c(F)c1
-2.2%,O=C(CSc1nc2nn(-c3ccccc3)c(=O)c-2c2n1CCCCC2)Nc1ccc(F)cc1F
4.1%,c1ccc(-c2cn(C[C@H]3CC[C@@H]([C@@H]4CC[C@H](Cn5cc(-c6ccccc6)nn5)O4)O3)nn2)cc1
-13.1%,O=[N+]([O-])c1ccc(-[n+]2ccc3ccccc3c2)c([N+](=O)[O-])c1
-12.4%,Cc1ccc(S(=O)(=O)NCC(=O)OCC(=O)N2CCN(C(=O)c3ccco3)CC2)cc1C
0.6%,O=C(NCCCN1CCOCC1)c1ccc(S(=O)(=O)Nc2ccccc2F)cc1
-10.2%,CN(c1ccccc1)S(=O)(=O)c1cccc(NC(=O)c2nn(C)c(=O)c3ccccc23)c1
-0.5%,O=C(C1CN(C(=O)c2cc3cc(Cl)ccc3o2)c2ccccc2O1)N1CCCCC1 (stereo unspecified)
14.8%,Cc1ccc(C2=CC(=O)C[C@H](c3ccc4c(c3)OCO4)C2)cc1
?,CCOc1ccc(NC(=O)COc2ccc(C(=O)NCc3cccc(OC)c3)cc2OC)cc1
3.3%,CN(CC(=O)Nc1ccc(Cl)c(C(F)(F)F)c1)C(=O)CCNC(=O)c1ccco1
4.6%,Cn1cccc1C(=O)NNC(=O)COc1ccc(C#N)cc1
12.9%,COc1ccc(C2=CC(=O)C[C@H](c3ccc(F)cc3)C2)c(F)c1F
0.8%,O=C(CNC(=O)c1ccco1)NC1CCCCCC1
-2.2%,CC(=O)Nc1ccc(S(=O)(=O)Nc2cccc(S(=O)(=O)N(C)c3ccccc3)c2)cc1
0.6%,COc1ccc(-c2cc3cc4c(cc3cn2)OCO4)cc1
9.9%,COCCN(Cc1ccccc1)C(=O)c1cccc(S(=O)(=O)N(C)c2c(C)n(C)n(-c3ccccc3)c2=O)c1
-2.7%,COc1ccccc1NS(=O)(=O)c1cccc(C(=O)NNC(=O)c2ccc(=O)[nH]c2)c1
-1.7%,COc1ccc2c(=O)c(-c3ccc(C)cc3)c(-c3ccccc3)oc2c1
3.3%,Cc1ccc(C(=O)NC2CCC(C)CC2)s1 (stereo unspecified)
3.0%,O=C(CSc1nc(=O)n2ccccc2n1)NCc1ccccc1
4.5%,C[C@H]1CN=C(Nc2ccccc2)N1CC1CCC1
-3.0%,C[C@]12C(=O)N(c3ccccc3)C(=O)N1[C@H]1c3ccccc3OC[C@@H]1[C@H]2c1ccccc1

An excerpt of these results, in markdown.
| Molecule | L3MBTL1 block |
| --- | --- |
| COCCN(Cc1ccccc1)C(=O)c1cccc(S(=O)(=O)N(C)c2c(C)n(C)n(-c3ccccc3)c2=O)c1 | 9.9% |
| COc1ccccc1NS(=O)(=O)c1cccc(C(=O)NNC(=O)c2ccc(=O)[nH]c2)c1 | -2.7% |

(next part)
L3MBTL1 block,SMILES
12.9%,COc1ccc2sc(-c3ccccc3OC)c(-c3ccc(OC)nc3)c2c1
-7.2%,CCN1C(=O)[C@@H]2[C@@H](c3ccc(SC4CCCCC4)cc3)N3CCCC[C@@]3(C(=O)OC)[C@@H]2C1=O
4.8%,CCc1noc(C)c1C(=O)Nc1ccc(-c2nnc3n2CCCCC3)cc1
1.6%,COc1ccc(-c2cc(C(=O)N3CCN(c4ccccc4O)CC3)c3ccccc3n2)cc1
-2.8%,Cc1ccc(C(=O)NCC(c2ccco2)N2CCOCC2)cc1 (stereo unspecified)
3.6%,CCCCN(C(=O)c1ccc(S(=O)(=O)N2CCCC2)cc1)C1CCS(=O)(=O)C1 (stereo unspecified)
1.2%,CC(OC(=O)c1cc[n+]([O-])cc1)C(=O)Nc1ccc(C(N)=O)cc1 (stereo unspecified)
10.9%,CCN(CC)S(=O)(=O)c1ccc(N2CCCC2)c(NC(=O)C2=COCCO2)c1
-1.8%,CCOc1ccccc1C(=O)NCC(=O)NCc1ccc(S(=O)(=O)N2CCOCC2)cc1
-4.7%,COc1cc(OC)cc(C(=O)NCC(=O)N2CCN(Cc3ccccc3)CC2)c1
8.9%,CC(=O)Nc1cccc(C(=O)OC(C)C(=O)NC(=O)NC2CCCCC2)c1 (stereo unspecified)
2.7%,O=C(CSc1ccccc1)OCC(=O)N1CCN(C(=O)c2ccco2)CC1
2.1%,NS(=O)(=O)c1ccc(NC(=O)COC(=O)c2ncc(Cl)c(Cl)c2Cl)cc1
7.9%,CCc1noc(C)c1C(=O)Oc1ccc(N(C)S(=O)(=O)c2ccc(C)c(C)c2)cc1
3.7%,NC(=O)c1ccc(NC(=O)CSc2nc3ccccc3c(=O)n2CCCN2CCOCC2)cc1
1.8%,COc1ccccc1S(=O)(=O)N1CCN(S(=O)(=O)c2cccs2)CC1
-12.8%,O=[N+]([O-])c1ccc(CN2CCN(c3ccc(Cl)cc3)CC2)o1
2.1%,CCOC(=O)/C=C1/SCC(=O)N1CC(=O)Nc1cccc(F)c1
0.4%,O=C1NC(Cc2ccccc2)c2nc3ccccc3c(=O)n2-c2cc(Cl)ccc21 (stereo unspecified)
10.7%,O=C(CSc1nc2ccccc2o1)NC1CCS(=O)(=O)C1 (stereo unspecified)

Filtered by structure: those above with a CF3 group.
L3MBTL1 block,SMILES
1.8%,COc1ccc(NC(=O)CSCC(=O)NCc2cccc(C(F)(F)F)c2)cc1
0.3%,O=C1CC(C(=O)N2CCc3ccccc32)CN1c1cccc(C(F)(F)F)c1 (stereo unspecified)
7.3%,O=S(=O)(c1ccc2c(c1)C(O)c1ccccc1CC2)C(F)(F)F (stereo unspecified)
3.3%,CN(CC(=O)Nc1ccc(Cl)c(C(F)(F)F)c1)C(=O)CCNC(=O)c1ccco1

Other entries
L3MBTL1 block,SMILES
-10.4%,COC(=O)C1CCN(C(=O)COC(=O)C2CCN(S(=O)(=O)c3ccc(C)c(C)c3)CC2)CC1
1.0%,O=C1CCc2cc(S(=O)(=O)Nc3ccc(F)cc3)ccc2N1
2.3%,O=C(OCC(=O)N1CCN(c2ccccc2)CC1)c1ccccc1OC(F)F
9.5%,C[C@H](CO)N1C[C@H](C)[C@@H](CN(C)S(=O)(=O)c2ccccc2)Oc2ccc(NC(=O)Cn3cnnn3)cc2C1=O
-1.9%,C[C@]12C(=O)N(c3cccc(F)c3)C(=O)N1[C@H]1c3ccccc3OC[C@@H]1[C@H]2c1ccccc1
-4.0%,COc1ccc([C@H]2CC(=O)C=C(c3ccc(Cl)c(C(F)(F)F)c3)C2)cc1OC
6.0%,COc1ccc(-c2coc3cc(O[C@@H]4O[C@H](CO)[C@@H](O)[C@H](O)[C@H]4O)c(OC)cc3c2=O)cc1
-5.7%,COc1ccc(CCNC(=O)CN2c3cccc4cccc(c34)S2(=O)=O)cc1
-1.8%,COc1cc(C(=O)NNC(=O)c2ccccc2Br)ccc1OCC(=O)N1CCOCC1
8.0%,COC(=O)c1ccc(COC(=O)C2CCN(S(=O)(=O)c3c(Cl)cccc3Cl)CC2)o1
-0.9%,O=C(NCC(c1ccco1)N1CCCC1)c1cccc(S(=O)(=O)Nc2ccc(F)cc2)c1 (stereo unspecified)
-9.6%,CN(C)c1cccc(C(=O)OCC(=O)NC(=O)NCc2ccccc2)c1
4.0%,COc1ccccc1OCC(=O)N(Cc1nnc(-c2ccccc2Cl)o1)C1CC1
1.9%,Cc1ccc(S(=O)(=O)N2CCN(C(=O)COC(=O)COc3cccc(C(F)(F)F)c3)CC2)c(C)c1

Only part of the results is shown (hit frequency here may not be typical).
